Source: PubChem BioAssay (National Center for Advancing Translational Sciences (NCATS))
Pin1 inh: qHTS Assay to Find Inhibitors of Pin1; 390,000 compounds, 0.009% hits; Potency, µM (doses to about 115 µM), for inactives: at the highest dose activity, negative = inhibition, hits mostly inhibitors; Pin1 FP peptide displacement, HiFluor488, 10 min; active = well fitted inhibition curve with a large enough effect in the polarisation, with a control signal flat, not every such curve was filed as active; inconclusive = small, poorly fitted or top-dose-only effect, or effect the other way, or a change in a side signal; inactive = no such curve, though single readings can be large or run the other way; the % refers to the polarisation; note: % is set by controls: 0 for no effect and ±100 for the full control effect
HP1b chromo inh: HTS for Inhibitors of HP1-beta Chromodomain Interactions with Methylated Histone Tails | 390,000 compounds, 0.56% hits | Potency, µM (titrated, usually from 114 µM), for inactives: at the highest dose activity change, negative = inhibition, usual class: inhibitors | Chromobox protein homolog 1 (Homo sapiens), P83916 | AID 540317, 2011 | AlphaScreen HP1-beta / biotin-H3K9me3 peptide binding; note: nearly all actives have a fitted effect of over 70% in size; inactives centre near 23
Target sequence (P83916 whole entry, looked up): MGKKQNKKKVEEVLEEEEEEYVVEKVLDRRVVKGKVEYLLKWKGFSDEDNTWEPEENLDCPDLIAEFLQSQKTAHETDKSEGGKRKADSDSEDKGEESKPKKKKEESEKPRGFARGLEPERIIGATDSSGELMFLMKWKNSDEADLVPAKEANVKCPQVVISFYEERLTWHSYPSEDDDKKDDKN
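AlphaScreen: HP1-beta (50 nM) preformed 30 min with biotin-H3(1-18)K9me3 peptide (50 nM) in PBS pH 7.4, 0.01% Tween-20. Compound added for 30 min at RT, then streptavidin donor/nickel chelate acceptor beads (10 ug/mL) for 30 min.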
BAZ2B block: qHTS Assay for Inhibitors of BAZ2B | Bromodomain adjacent to zinc finger domain protein 2B (Homo sapiens), Q9UIF8 | AlphaScreen BAZ2B-H3K14Ac peptide displacement | Potency, µM (series often up to 114 µM), for the others: top-dose activity change, negative = inhibition, hits mostly inhibitors | 360,000 compounds, 4.4% hits; note: % is set by controls: 0 for no effect and ±100 for the full control effect; nearly all actives have a fitted effect of over 60% in size
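Protein-peptide AlphaScreen: BAZ2B 50 nM, b-H3K14Ac 50 nM, 1x PBS pH 7.4 + 0.01% Tween-20. Preincubation 30 min RT; cpd 30 min RT (top 110 uM); beads 20 min RT, light-protected.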
G9a block: qHTS Assay for Inhibitors of Histone Lysine Methyltransferase G9a | 350,000 compounds, 8.8% hits | AID 504332, 2011 | Histone-lysine N-methyltransferase EHMT2 (Homo sapiens), Q96KQ7 | Potency, µM (top dose mostly 102 µM), without a hit: top-dose activity, negative = inhibition, hits mostly inhibitors | G9a H3K9 monomethylation, AlphaScreen, 2 h; note: % is set by controls: 0 for no effect and ±100 for the full control effect; nearly all actives have a fitted effect of over 75% in size
Target sequence (Q96KQ7 913-1193 limits assumed): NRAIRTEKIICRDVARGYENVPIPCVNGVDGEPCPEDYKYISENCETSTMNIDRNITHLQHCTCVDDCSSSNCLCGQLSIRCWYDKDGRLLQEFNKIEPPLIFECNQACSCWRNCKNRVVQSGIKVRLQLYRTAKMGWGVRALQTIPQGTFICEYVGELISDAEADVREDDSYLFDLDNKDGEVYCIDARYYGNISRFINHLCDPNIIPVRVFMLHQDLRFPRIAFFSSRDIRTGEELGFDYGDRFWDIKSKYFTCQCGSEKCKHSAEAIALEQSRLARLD
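Methyltransferase reactions run at room temperature for 2 h (20 nM enzyme, 500 nM biotin-H3K9 peptide, 20 uM SAM) after a 15 min compound preincubation; product detected by AlphaScreen beads and anti-H3K9me1 antibody.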
POLI inh: qHTS for Inhibitors of Polymerase Iota. DNA polymerase iota (Homo sapiens), Q9UNA4. Pol iota fluorescent replication assay, 10 min. Potency, µM (doses to about 115 µM), for the others: at the top dose activity, negative = inhibition, actives largely listed as inhibitors. 390,000 compounds, 1% hits
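Pol iota at 10 nM preincubated 15 min with compounds at room temperature; reaction started with fluorescent substrate, 50 nM final. Fluorescence read kinetically at 0 and 10 min; buffer-only wells as negative control.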
Tb PGK inh: qHTS Assay to Find Inhibitors of Phosphoglycerate Kinase. Phosphoglycerate kinase, glycosomal (Trypanosoma brucei brucei), P07378. Potency, µM (highest dose often 57.5 µM), for inactives: at the highest dose activity change, negative = inhibition, most hits filed as inhibitors. PGK/GAPDH coupled, Kinase-Glo luminescence, 60 min. 380,000 compounds, 0.043% hits; note: % is set by controls: 0 for no effect and ±100 for the full control effect; nearly all actives have a fitted effect of over 60% in size
Target sequence (P07378 whole entry, looked up): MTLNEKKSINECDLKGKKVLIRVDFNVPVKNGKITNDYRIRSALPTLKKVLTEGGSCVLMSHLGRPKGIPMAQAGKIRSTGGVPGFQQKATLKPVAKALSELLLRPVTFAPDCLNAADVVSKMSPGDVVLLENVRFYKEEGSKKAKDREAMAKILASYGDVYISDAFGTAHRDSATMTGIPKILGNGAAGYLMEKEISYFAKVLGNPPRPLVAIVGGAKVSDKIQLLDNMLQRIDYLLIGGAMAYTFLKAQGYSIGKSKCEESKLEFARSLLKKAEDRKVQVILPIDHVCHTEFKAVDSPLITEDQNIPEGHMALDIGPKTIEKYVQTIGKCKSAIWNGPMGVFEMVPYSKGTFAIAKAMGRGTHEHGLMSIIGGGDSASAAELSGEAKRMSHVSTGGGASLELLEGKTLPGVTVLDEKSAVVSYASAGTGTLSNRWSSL
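Luminescent ATP detection (Kinase-Glo Plus) follows a 60-minute room-temperature incubation, with wells lacking PGK as controls. Buffer: 100 mM TEA (pH 7.6), 5 mM MgCl2, 0.01% Tween-20. Coupling enzyme GAPDH (100 nM final) supplies unstable 1,3-BPG in-well.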
BLM helicase inh: qHTS Assay for Inhibitors of Bloom's syndrome helicase (BLM); Potency, µM (doses to about 56.1 µM), inactives show at the highest dose activity change, negative = inhibition, usual class: inhibitors; 350,000 compounds, 0.2% hits; recombinant BLM DNA unwinding, fluorescence dequenching; RecQ-like DNA helicase BLM (Homo sapiens), P54132;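 note: plate controls were vehicle for no effect and no enzyme for full effect; nearly all actives have a fitted effect of over 35% in size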
GLS inh: qHTS for Inhibitors of Glutaminase (GLS); 410,000 compounds, 0.21% hits; Potency, µM (doses to about 45.5 µM), for inactives: at the top dose activity change, negative = inhibition, actives largely listed as inhibitors; GLS enzymatic activity, qHTS titration; note: % is set by controls: 0 for no effect and ±100 for the full control effect
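Assay buffer: 45 mM KH2PO4 pH 8.2, 0.02% Tween-20. hKGA acts on L-glutamine (1 mM solution added); product glutamate is reported by an oxidase/peroxidase Amplex Red coupling, with fluorescence taken at baseline and 30 min.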
JMJD2A Tudor inh: qHTS Assay for Inhibitors of JMJD2A-Tudor Domain. Lysine-specific demethylase 4A (Homo sapiens), O75164. AlphaScreen JMJD2A-Tudor / H3K4me3 peptide binding. Potency, µM (doses to about 114 µM), for inactives: top-dose activity change, negative = inhibition, actives largely listed as inhibitors. 390,000 compounds, 4.4% hits. AID 504339, 2011; note: % is set by controls: 0 for no effect and ±100 for the full control effect; nearly all actives have a fitted effect of over 50% in size
Active calls of the source: *; i = inactive; ? = inconclusive; nt = no result given; [ ] = dose if it differs, or a comment. Unless noted, calls come from the whole dose curve; as a rule, active = well fitted curve in the direction sought with a large enough effect; inconclusive = small, poorly fitted or top-dose-only effect, or another doubt; inactive = no such curve, though single readings can be large; an effect the other way counts as inactive or inconclusive. Potency is the fitted concentration of half-maximal effect. Not all compounds are listed, so the mix of outcomes need not match the whole.

SMILES,BAZ2B block,POLI inh,G9a block,Pin1 inh,Tb PGK inh,JMJD2A Tudor inh,HP1b chromo inh,BLM helicase inh,GLS inh
Cc1cc2cc3c(cc2nc1SCC(=O)N1c2ccccc2CC1C)OCO3 (configuration not stated),3%,1%,13%[59 µM],5%,-3%,-17%,17%,-4%,-1%
Cc1ccc(N=CNc2ccc(C)cc2C)c(C)c1,-22%,69%[activator],20%,-2%,0%,-9%,18%,2%,0%
COc1ccc(NS(=O)(=O)c2cccc(C(=O)NCc3cccnc3)c2)cc1,-2%,58%[activator],-4%,13%,-5%,-10%,33%,nt,11%
CC(C)C(NC(=O)c1ccco1)C(=O)OCC(=O)Nc1ccc(C(N)=O)cc1 (configuration not stated),-19%,60%[activator],-32%,4%,i,-12%,2%,0%,4%
Cc1cc(C)c(C)c(C(=O)C2OC(=O)C(C)(C)C(=O)C2(C)C)c1C (configuration not stated),2%,16%,15%[59 µM],0%,5%,-16%[57.1 µM],54%[activator],-6%,3%
CCOC(=O)CSc1nnc(C)n1N,-4%,-1%,?,3%,-2%,-2%,17%,3%,4%
CCOC(=O)c1c(C)nc2sc3c(=O)n(-c4ccc(C(C)=O)cc4)nnc3c2c1-c1ccc(OC)cc1,-7%,4%,-1%,1%,8%,-26%,-1%,-2%,14%
O=C(c1cc(-c2ccco2)nc2ccccc12)N(Cc1nnc(-c2ccc(Cl)cc2)o1)C1CC1,2%,?,5µM*,42%[activator],-2%,-24%,-20%,nt,5%
C=C(C)Cn1c(=O)c2c(nc3n2CCN3c2ccc(F)cc2)n(C)c1=O,-27%,?,?,27%,-2%,-30%,2%,-8%,-7%
COc1ccc(-c2nnc(CSc3nc4ccccc4c(=O)n3CC(C)C)o2)cc1OC,-33%,13%,4%[12.7 µM],10%,nt,-21%,14%,-11%,1%
O=C(Cc1ccc(Cl)cc1)NC1CCCCCC1,-1%,115%[activator],26%,-2%,i,1%,40%[activator],-4%,-4%
Cc1cc(C)cc(NC(=S)NCCSc2ccc(Cl)cc2)c1,-4%,47%[activator],15%[59 µM],1%,-4%,-14%,6%,-15%,1%

Retrieved one by one from the entries so far:
SMILES,BAZ2B block,POLI inh,G9a block,Pin1 inh,Tb PGK inh,JMJD2A Tudor inh,HP1b chromo inh,BLM helicase inh,GLS inh
O=C(c1cc(-c2ccco2)nc2ccccc12)N(Cc1nnc(-c2ccc(Cl)cc2)o1)C1CC1,2%,?,5µM*,42%[activator],-2%,-24%,-20%,nt,5%
Cc1cc(C)cc(NC(=S)NCCSc2ccc(Cl)cc2)c1,-4%,47%[activator],15%[59 µM],1%,-4%,-14%,6%,-15%,1%

Additional structures:
SMILES,BAZ2B block,POLI inh,G9a block,Pin1 inh,Tb PGK inh,JMJD2A Tudor inh,HP1b chromo inh,BLM helicase inh,GLS inh
CC(=O)OC(COc1ccccc1)Cn1cnc2ccccc21 (configuration not stated),-25%,20%,14%,1%,9%,6%,27%,1%,-2%
CCC(=O)Nc1nonc1-c1nc2ccccc2n1Cc1cccc2ccccc12,3%,?,4%[59 µM],50%[activator],-2%,-2%,49%,-1%,-5%
O=C(O)CCn1c(-c2ccccc2)cc2c1CCCC2=O,-2%,-3%,50µM*,-10%,-6%,-18%,29%,5%,-7%
O=C(c1ccc(Br)cc1)c1cc([N+](=O)[O-])ccc1N1CCOCC1,?,-2%,?,5%,nt,?,10%,-6%,3%
Cc1nnc(C)c2c(C)n(C(c3ccccc3)c3ccccc3)c(C)c12,?,-23%[58.9 µM],?,?,i,?,-14%,-1%,5%
Cc1ccc(NC(=O)c2sc3nc4n(c(=O)c3c2C)CCCCC4)c(Br)c1,2%,6%,11%[59 µM],1%,-1%,2%,32%,2%,-1%
Cc1ccc(NC(=O)C2(N3CCC3=O)CCCCC2)cc1,-5%,54%[activator],0%,0%,i,-9%,3%,-5%,-10%
COC(=O)C(CC(=O)c1ccccc1)CC(=O)c1ccccc1,10%,-7%,-7%[2.33 µM],-1%,nt,19%,64%[activator],-4%,0%
COc1ccc(CC(=O)N2CCC(n3nccc3NC(=O)C3CC3)CC2)cc1,-6%,26%,20%,-6%,-7%,0%,9%,-2%,5%
CCOC(=O)C1=C(N)OC2=C(C(=O)CCC2)C1c1ccccc1OC (configuration not stated),-6%,-19%,25%,0%,i,-10%,46%[activator],0%,-8%
O=C(CN1CCN(Cc2ccc(F)cc2)CC1)NCc1ccccc1,-2%,14%,3%,1%,8%,-4%,21%,2%,0%
COc1cc(CC(=O)NCc2ccccn2)cc(OC)c1OC,3%,4%,92%[activator][59 µM],-2%,-6%,-9%,32%[activator],-1%,0%
Cc1cc(C(=O)OCC(=O)Nc2ccccc2C#N)c(C)o1,3%,23%,?,2%,-4%,-22%,16%,nt,3%
CC(C)(C)C(=O)CSc1ncccn1,?,?,?,-8%,6%,?,29%,-1%,13%
O=C(NC(=S)NNC(=O)c1ccco1)c1ccc(F)cc1,1%,4%,13µM*,-8%,-3%,0%,55%[activator],-1%,19%
CNC(=O)c1ccc(Nc2nc(-c3ccccc3)nc3ccccc23)cc1,3%,101%[activator],50µM*,1%,-5%,-13%,8%,0%,33%
NC(=O)CCn1c(C(=O)c2cc(Cl)c(N)c(Cl)c2)c2ccccc2[n+]1[O-],-23%,-10%,-45%,9%,4%,-23%,25%,0%,0%
CC(NC(=O)c1ccccc1NC(=O)CN1CCc2ccccc2C1)c1ccccc1 (configuration not stated),3%,1%,17%,1%,3%,-16%,1%,-8%,7%
O=S(=O)(NCC1CCCO1)c1cccc2nsnc12 (configuration not stated),27%,6%,33%,3%,-6%,2%,40%[activator],-1%,4%
COc1ccccc1/C=C1\SC(=S)N(CCC(=O)NC2=NCCS2)C1=O,-37%,81%[activator],-4%[59 µM],?,-7%,-31%,?,-3%,-9%
COc1cccc2c1Oc1ncccc1N(C(=O)CCC(=O)NCCC(C)C)C2,10%[57.1 µM],-9%,-3%[59 µM],-5%,-2%,6%,48%[activator],3%,-7%
Cc1ccc(S(=O)(=O)N(CC(=O)O)Cc2ccccc2F)cc1,-4%,-1%,2%[12.7 µM],-7%,-6%,-10%,31%,-1%,16%
Cc1cc(OCC(=O)O/N=C(\N)c2ccccc2)ccc1Br,253%[activator],39%[activator],161%[activator],?,-4%,292%[activator],233%[activator],2%,6%
Cn1cnnc1SCC(=O)Nc1ccc(C#N)cc1,-9%,0%,9%[59 µM],0%,16%,-8%,20%,-1%,0%
CCC(C)NC(=O)c1ccc2nc(Cc3ccccc3)oc2c1 (configuration not stated),-1%,41%[activator],2%[59 µM],-5%,3%,-17%,16%[57 µM],-2%,?
CC(C)NC(=S)N/N=C1\CCCc2ccccc21,?,2%,-4%,-3%,-8%,-18%,23%,-1%,6%
O=C(COc1ccccc1)Nc1c(C(=O)N2CCN(c3ccc(F)cc3)CC2)oc2ccccc12,-1%[57.1 µM],4%,?,9%,0%,-12%,21%,-2%,10%
C/C(=N\NC(=O)c1cc2c(s1)CCC(C)C2)c1ccncc1 (configuration not stated),-27%,36%[activator],12%[59 µM],6%,-1%,-12%,26%,-1%,-3%
CCOC(=O)Cn1c(=O)oc2cc(S(=O)(=O)Nc3cc(OCC)ccc3OCC)ccc21,3%,6%,-7%[59 µM],-2%,22%,-22%,12%,-8%,-1%
CN1CCN(S(=O)(=O)c2ccc(Oc3cccc(C(F)(F)F)c3)nc2)CC1,5%,25%,?,-3%,2%,?,32%,nt,-2%
CC(=O)Nc1ccc(S(=O)(=O)N[C@@H](C)C(=O)OCC(=O)NC2CCCC2)cc1,-5%,17%,?,1%,2%,1%,32%,nt,2%
O=C(Nc1nnc(C2CC(=O)N(c3ccc(Cl)cc3)C2)s1)c1ccco1 (configuration not stated),-6%,-11%,-3%[59 µM],-6%,-5%,-11%,29%,-1%,-6%
CCSc1nc(-c2ccccc2)cc(=O)[nH]1,1%,13%,13%[2.33 µM],?,1%,-16%,31%,nt,-13%
CCOC(=O)[C@@H]1[C@H]2COc3cc(OC)ccc3[C@@H]2N2C(=O)N(c3cccc(Cl)c3)C(=O)[C@@]12C,2%,17%,nt,7%,i,-19%,30%,-7%,-2%
CCNS(=O)(=O)c1ccc(CCC(=O)Nc2ccc3c(c2)OCO3)cc1,-16%,174%[activator],-2%,-4%,-9%,-14%,16%,-2%,5%
O=C(CSc1nncn1-c1ccccc1)Nc1cc(F)ccc1F,4%,27%,9%,-11%,4%,1%,18%,-4%,1%
Cc1cccn2c(=O)c3cc(C(=O)N4CCOCC4)n(C)c3nc12,2%,22%,46%,-5%,-5%,-1%,37%,-4%,0%
